A350 autofl: compound fluoresces in the Alexa 350 spectral region; Compound autofluorescence, 340/450 nm, Alexa 350 dye-equivalents; hits give high values; max dye-equivalent concentration, M; hit rate 11% among 59,000; AID 590; in the data active = max dye-equivalent concentration above about 10 nM; inconclusive = mostly about 1.1 nM to 9.6 nM
BRCT inh green: blocks human BRCA1 BRCT binding to phosphopeptide, green readout; P38398; BRCA1 BRCT-phosphopeptide binding, green fluorescence polarization; Potency, µM (series often up to 76.9 µM), for the others: at the top dose activity change, negative = inhibition, usual class: inhibitors; hit rate 0.05% among 75,000;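 also: potency is read from the fitted curve at half-maximal effect; plate controls were peptide without protein for full effect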
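Fluorescence polarization: His-tagged BRCT (~35 kDa BRCA1 C-terminus, 250 nM) bound to 100 nM fluorescein-labeled phosphorylated 10-aa BACH1 peptide, pH 7.3 phosphate buffer with DTT and Tween 20. Compounds incubated 12 min at room temperature; inhibition read as lowered polarization.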
BRCT inh red: BRCT-phosphoprotein interaction inhibition (red fluorophore); hit rate 0.03% among 75,000; BRCT-phosphopeptide binding, red fluorescence polarization; Potency, µM (top dose mostly 76.9 µM), without a hit: at the top dose activity change, negative = inhibition, most hits filed as inhibitors; AID 892; also: % is scaled to controls: 0 for no effect and ±100 for the full control effect
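Fluorescence polarization: 100 nM His-tagged BRCA1 BRCT with 100 nM TAMRA-labelled phospho-BACH1 decapeptide, phosphate buffer pH 7.3 with 150 mM NaCl, DTT, 0.01% Tween 20; 12 min RT. Binding inhibition seen as FP decrease.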
ERK AVP block: inhibitors of vasopressin-stimulated ERK signaling pathway; AID 995; Potency, µM (series often up to 57.5 µM), without a hit: at the highest dose activity, negative = inhibition, most hits filed as inhibitors; HEK293-V1b, vasopressin-stimulated pERK AlphaScreen; hit rate 0.99% among 72,000; also: potency is read from the fitted curve at half-maximal effect; % is scaled to controls: 0 for no effect and ±100 for the full control effect; nearly all actives have a fitted effect of over 55% in size
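qHTS, compounds titrated on V1b-expressing HEK293 cells. Preincubation 30 min at 37C, vasopressin 25 nM for 5 min, lysis 10 min, bead incubation 5 hr at room temperature.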
Tau fil binding: tau filament binding. P10636. Potency, µM (top dose mostly 57.1 µM), without a hit: at the top dose activity change, negative = inhibition. hit rate 2% among 71,000. recombinant tau filaments, thioflavin S fluorescence, 15 h; filaments grown with octadecylsulfate alongside compound;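 also: potency is read from the fitted curve at half-maximal effect; % is scaled to controls: 0 for no effect and ±100 for the full control effect; actives lower thioflavin S fluorescence by blocking filaments or displacing dye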
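Assay mix: 1 uM His-tagged tau, 30 uM sodium octadecylsulfate, thioflavine S dye in HEPES/NaCl/DTT buffer. Compound is added prior to the inducer. Fluorescence after 15 h at 37 C.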
HEK293 cAMP ctrl: counter-screen for TSHR agonists: cAMP increase in parental HEK293 | Potency, µM (top dose mostly 57.1 µM), for inactives: top-dose activation, actives largely listed as activators | parental HEK293 CNG cAMP sensor, membrane potential fluorescence | hit rate 2.5% among 73,000 | AID 938; also: potency is read from the fitted curve at half-maximal effect; % of control where 0% means no effect; nearly all actives have a fitted effect of over 55% in size
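Parental HEK 293 cells stably expressing a cAMP-gated CNG channel were loaded with membrane potential dye containing 100 uM RO 20-1724 for 60 min. Compound added for 30 min; depolarization read as fluorescence intensity at 590 nm.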
Casp7 inh: caspase-7 (human) inhibition, allosteric or competitive; AID 889; hit rate 0.02% among 75,000; recombinant caspase-7, Ac-DEVD-AFC fluorescence rate; P55210; Potency, µM (series often up to 57.5 µM), without a hit: at the highest dose activity change, negative = inhibition, hits mostly inhibitors; active = well fitted inhibition curve with a large enough effect in the main read-out, with a control signal flat, not every such curve was filed as active; inconclusive = small, poorly fitted or top-dose-only effect, or a change in a side signal; also: potency is read from the fitted curve at half-maximal effect; % of control where 0% means no effect
USP2a inhib: USP2a (human) protease inhibition | Potency, µM (top dose mostly 38.3 µM), inactives show at the top dose activity change, negative = inhibition, usual class: inhibitors | hit rate 0.1% among 60,000 | USP2a enzymatic assay, qHTS inhibition | O75604 | AID 927;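 also: potency is read from the fitted curve at half-maximal effect; nearly all actives have a fitted effect of over 60% in size; plate controls were DMSO for no effect and NEM full inhibition control for full effect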
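20 nM USP2 core + cpd, 30 min RT; add 20 nM Ub-PLA2/20 uM NBD C6-HPC; read Ex460/Em535 at 0 h and 2.5 h. Normalized to NEM; qHTS curve fit/classification.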
CRE Fsk mod: modulators of forskolin-stimulated CRE signaling in CHO cells; CHO CRE-bla reporter (cAMP response element driving beta-lactamase), forskolin EC10, beta-lactamase ratio; Potency, µM (top dose mostly 38.2 µM), for inactives: top-dose activity change, negative = inhibition, actives largely listed as activators; AID 662; hit rate 2.5% among 71,000; active = well fitted activation curve with a large enough effect in the signal ratio, with a control signal flat, not every such curve was filed as active; inconclusive = small, poorly fitted or top-dose-only effect, or effect the other way, or a change in a side signal; the % refers to the signal ratio; also: potency is read from the fitted curve at half-maximal effect; % of control where 0% means no effect
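qHTS titration format; CRE-bla CHO reporter; stimulus EC10 NKH 477, a water-soluble forskolin. Read: CCF4 460/530 nm ratio. Potency expressed as AC50 for activators or inhibitors.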
FLuc inh: inhibitors of firefly luciferase; P08659; purified firefly luciferase, luminescence, 8 min; Potency, µM (highest dose often 57.1 µM), without a hit: at the top dose activity change, negative = inhibition, hits mostly inhibitors; hit rate 2.2% among 72,000; also: potency is read from the fitted curve at half-maximal effect; % is scaled to controls: 0 for no effect and ±100 for the full control effect; nearly all actives have a fitted effect of over 40% in size
Target sequence (P08659 whole entry, looked up): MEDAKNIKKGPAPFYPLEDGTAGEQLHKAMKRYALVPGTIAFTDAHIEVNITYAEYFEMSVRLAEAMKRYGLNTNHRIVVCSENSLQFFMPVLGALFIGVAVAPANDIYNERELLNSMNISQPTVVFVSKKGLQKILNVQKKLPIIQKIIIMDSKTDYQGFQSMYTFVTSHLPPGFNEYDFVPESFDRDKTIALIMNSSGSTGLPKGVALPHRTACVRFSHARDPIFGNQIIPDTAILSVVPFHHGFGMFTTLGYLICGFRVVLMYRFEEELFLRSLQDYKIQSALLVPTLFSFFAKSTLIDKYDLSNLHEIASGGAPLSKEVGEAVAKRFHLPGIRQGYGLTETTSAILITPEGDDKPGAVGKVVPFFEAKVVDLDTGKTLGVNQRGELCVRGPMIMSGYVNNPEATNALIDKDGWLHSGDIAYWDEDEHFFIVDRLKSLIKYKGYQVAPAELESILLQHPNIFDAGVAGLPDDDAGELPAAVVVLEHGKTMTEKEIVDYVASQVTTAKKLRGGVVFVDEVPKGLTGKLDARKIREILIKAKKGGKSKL
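qHTS concentration-response profiling: light output of P. pyralis luciferase with luciferin and 10 uM ATP, imidazole buffer pH 7.2. Read by luminescence after 8-min room-temperature incubation.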
Caspase-1 inhib: allosteric or competitive inhibitors of human caspase-1. Potency, µM (highest dose often 57.5 µM), for the others: at the highest dose activity change, negative = inhibition, actives largely listed as inhibitors. hit rate 0.03% among 75,000. P29466. Caspase-1 enzyme, Ac-WEHD-AFC fluorogenic rate. AID 900;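 also: potency is read from the fitted curve at half-maximal effect; plate controls were vehicle for no effect and no substrate for full effect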
Target sequence (P29466 120-297 limits assumed): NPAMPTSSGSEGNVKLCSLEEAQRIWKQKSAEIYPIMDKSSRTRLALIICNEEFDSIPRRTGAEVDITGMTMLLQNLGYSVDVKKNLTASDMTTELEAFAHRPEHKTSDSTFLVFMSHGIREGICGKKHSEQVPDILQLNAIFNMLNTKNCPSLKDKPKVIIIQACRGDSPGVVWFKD
Target sequence (P29466 317-404 limits assumed): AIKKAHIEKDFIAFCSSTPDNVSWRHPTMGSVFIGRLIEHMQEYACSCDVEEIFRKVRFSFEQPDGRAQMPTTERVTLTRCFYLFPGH
* = called active by the depositor; i = inactive; ? = inconclusive; nt = no result given; [ ] = remark or other dose. Unless noted, calls follow the shape of the dose curve; as a rule, active = well fitted curve in the direction sought with a large enough effect; inconclusive = small, poorly fitted or top-dose-only effect, or another doubt; inactive = no such curve, though single readings can be large; an effect the other way counts as inactive or inconclusive.

SMILES | A350 autofl | BRCT inh green | BRCT inh red | ERK AVP block | Tau fil binding | HEK293 cAMP ctrl | Casp7 inh | USP2a inhib | CRE Fsk mod | FLuc inh | Caspase-1 inhib
CCOc1ccc(C2C(C(=O)OC)=C(C)N=C3SCCC(=O)N32)cc1OCC (stereo unspecified) | i | -0.8% | -0.1% | 10% | 19% | 7% | 3% | -2% | 16% | 0% | 1%
COc1ccc2nc(C)c3c(c2c1)OC(C)C3 (stereo unspecified) | nt | 8.1% | -0.3% | -27% | 1% | ? | -2% | -4% | 14% | 1% | 0%
Cc1cc(C)c(C(=O)Nc2ccc(S(=O)(=O)Nc3onc(C)c3C)cc2)c(C)c1 | nt | -2.1% | -0.3% | 7% | -8% | 4% | -2% | nt | -1% | 3% | -1%
COC(=O)Cn1c(C)nc(=O)c(-c2ccccc2)c1C | nt | -3.2% | 0.7% | -1% | -7% | 5% | -3% | 5% | -4% | 1% | -2%
O=C(CSc1nnnn1C1CCCC1)N1CCN(C(=O)c2ccco2)CC1 | i | -1.5% | -1.0% | 1% | 0% | -2% | 0% | -4% | ? | -1% | 2%
O=C(NCc1ccc2c(c1)OCO2)C1CCN(Cc2cnn(-c3ccccc3)c2-n2cccc2)CC1 | i | -1.8% | -0.6% | 2% | 1% | ? | -1% | 41%[activator] | ? | -1% | 4%
COc1ccc(-n2c(SCC#N)nnc2-c2ccc(NS(=O)(=O)c3ccc(C)cc3)cc2)cc1 | i | 1.9% | -0.9% | -30% | 49% | 6% | -1% | 66%[activator] | ? | 0% | -2%
C=CCn1c(=O)/c(=C/c2cc(OC)c(OC)c(OC)c2)s/c1=C(/C#N)c1nc2ccccc2n1C | ? | 40%[activator] | -2.1% | ? | ? | -24% | -15% | 78%[activator] | 1µM* | -1% | -14%
COc1ccc2oc(=O)c(C(=O)N3CCN(c4ccccc4)CC3)cc2c1 | 3.8e-08M* | 0.9% | 0.5% | -3% | -9% | 7% | 0%[0.00368 µM] | 3% | ? | -1% | -4%
O=C1c2ccccc2S(=O)(=O)N1CC1CC(c2ccccc2)=NO1 (stereo unspecified) | i | -0.1% | 0.5% | 5% | -6% | -8% | 0% | 6% | -7% | ? | 1%
Cc1ccccc1-c1nc(NCc2cccnc2)c2ccccc2n1 | i | 3.5% | 0.4% | -9% | -9% | ? | -2% | 19% | 6% | 0%[2.29 µM] | 4%
COC(=O)c1ccsc1NC(=O)CSc1nnnn1-c1ccccc1SC | i | 2.6% | 0.5% | -13% | i | ? | -2% | 5% | 23% | -1% | -6%
N#CCCn1c(SCC(=O)N2CCN(S(=O)(=O)c3ccccc3)CC2)nc2ccccc21 | i | 3.3% | -2.3% | 0% | 6% | 9% | 1% | 11% | -3% | 3% | -1%
O=C(O)c1cccc(COCC(F)(F)C(F)F)c1 | i | -2.3% | 0.4% | -7% | 5% | 6% | 1% | -5% | -12% | 0% | -1%
CCCn1c(C)cc(C(=O)COC(=O)c2ccc(Cl)c(S(=O)(=O)N3CCCC3)c2)c1C | i | 0.3% | 0.7% | -8% | 43% | ? | -5% | 8% | 2% | 13µM* | 0%
Cc1nn(Cc2ccccc2)c(C)c1NC(=O)CCC(=O)O | i | 0.4% | 0.1% | 8% | -5% | 2% | 1% | -5% | -7% | 0% | 2%
COC(=O)c1cn(C)c2ccc(S(=O)(=O)N3CCCCC3)cc2c1=O | ? | 2.8% | -0.6% | -28% | 7% | 18% | -2% | -3% | 8% | 3% | -1%
O=C(COC(=O)c1cc(S(=O)(=O)N2CCOCC2)cs1)c1ccccc1 | i | 1.7% | 0.4% | 16% | 1% | -12% | 6% | 2% | 7% | -4% | 0%
O=C(CSc1nnc(-c2ccc(NS(=O)(=O)c3ccccc3)cc2)o1)NCC1CCCO1 (stereo unspecified) | i | 1.0% | -0.2% | 4% | 13% | -3% | -1% | 11% | ? | -1% | 1%
Cc1ccccc1OCC1CN(CN2CCOCC2)C(=O)O1 (stereo unspecified) | i | 3.4% | -0.3% | 0% | 16% | 18% | 1% | 6% | 7% | -4% | 2%
Cc1cnc(CNc2ccnc(-c3ccc(N(C)C)cc3)n2)cn1 | i | 0.0% | -1.3% | -16% | 4% | 0% | 1% | 0% | 16% | -3%[2.29 µM] | 1%
CCOC(=O)C1CCCN(C(=O)C2CCN(S(=O)(=O)c3cnc[nH]3)CC2)C1 (stereo unspecified) | i | -3.1% | -0.8% | 22% | 0% | 0% | -1% | 5% | 5% | -4% | 0%
CCOCCCN1CC(C(=O)NCCc2ccccc2)CC1=O (stereo unspecified) | i | 0.2% | -2.7% | -16% | 5% | 5% | 0% | 0% | 2% | 2% | 1%
O=C(O)CSc1nnc(-c2ccncc2)n1C1CCCCC1 | i | -1.0% | 1.1% | 9% | -7% | 7% | -1% | -6% | -3% | 1% | 2%
CCOC(=O)C1CCN(Cc2cn[nH]c2-c2ccccc2)CC1 | i | -3.7% | -0.1% | -1% | 4% | -6% | -1% | -2% | -7% | ? | -5%
C(=C\c1ccccc1)/CSc1nnc(-c2cccnc2)o1 | nt | -2.1% | 1.3% | nt | nt | -6% | -1% | nt | nt | nt | -3%
CCc1nnc(NC(=O)CN2C(=O)c3ccccc3S2(=O)=O)s1 | i | -3.8% | 0.0% | -11% | 1% | 1% | 1% | 0% | -5% | 2% | -1%
O=C1CC(Sc2nnc(-c3ccccc3)o2)C(=O)N1c1ccccc1 (stereo unspecified) | i | -1.3% | -0.9% | -10% | 3% | 8% | 1% | -7% | ? | -2% | 0%
Cn1nnc2cc(C(=O)N3CCSCC3)ccc21 | i | 1.3% | -1.5% | -10% | -9% | 5% | -1% | -1% | ? | 1% | 1%
O=C(O)CN(Cc1ccco1)S(=O)(=O)c1ccc(F)cc1 | i | 0.9% | -0.4% | 15% | 6% | 0% | 0% | -2% | -6% | 2% | 4%
COc1ccc(C(=O)N2CCN(Cc3ccccc3C)CC2)cc1OC | i | -0.1% | -0.7% | -16% | 7% | 10% | -2% | 21% | ? | 0% | 0%
c1ccc(OCCOc2ccccc2-c2nnco2)cc1 | i | -0.5% | 0.5% | 0% | 2% | 17% | 0% | 1% | 2% | -1% | 2%
CCCc1ncc(C(O)c2cccc(OC)c2OC)n1C (stereo unspecified) | nt | -1.6% | 1.4% | 12% | -6% | 1% | 0% | -4% | -2% | 0% | 0%
O=C(c1cccc(F)c1)N1CCC2(CCCN(c3ccncc3)C2)CC1 | i | -3.1% | 0.1% | 20% | 7% | ? | 0% | -10% | 7% | 1%[11.4 µM] | -3%
O=C(CCC(=O)N(c1ccccc1)C(C(=O)NC1CCCC1)c1ccncc1)Nc1cccnc1 (stereo unspecified) | 1.9e-08M* | 0.3% | -1.2% | -6% | -5% | 10% | 3% | 0% | 16% | 5% | 0%
COc1ccc(-c2nc3c(c(=O)n(C)c(=O)n3C)n2CC2CC(c3ccccc3)=NO2)cc1OC (stereo unspecified) | i | -1.4% | -0.7% | 7% | 13% | 5% | -1% | 11% | 14% | 0% | -1%
CCOc1ccc(CCNC(=O)c2cc3sccc3n2C)cc1OCC | nt | -1.6% | -0.3% | nt | nt | ? | -2% | nt | nt | nt | -1%
CCN(CC)CCCCNC(=O)c1ccc(Cc2nc3ccccc3[nH]2)cc1 | nt | 0.3% | 0.9% | nt | nt | -6% | 1% | nt | nt | nt | -1%
Cc1ccc2c(CN3CCN(CCO)CC3)cc(=O)oc2c1 | ? | -2.4% | -4.5% | -2% | -7% | 12% | -2% | 4% | -1% | 3% | 1%
Cc1csc(NC(=O)CSc2nncn2C)n1 | ? | -1.0% | -0.6% | -12% | 48% | 6% | -2% | 11% | -9% | 0% | 0%
c1ccc(-c2nc(NC3CC3)nc(-n3ccnc3)n2)cc1 | i | -2.5% | -0.3% | -15% | 4% | 19% | 0% | 11% | 0.5µM* | 1% | -1%
COC(=O)C(C)c1ccc(C(=O)c2cccs2)cc1 (stereo unspecified) | nt | 1.6%[3.08 µM] | -1.5% | -7% | nt | nt | 2% | 0% | nt | nt | -1%
CC(C)C(NC(=O)CN1C(=O)c2ccccc2S1(=O)=O)C(C)C | nt | 0.6% | -1.7% | -8% | -1% | 5% | 1% | nt | 0% | 4% | -5%
NCCCCCCCCCCNS(=O)(=O)c1cccc2c(Cl)cccc12 | nt | -0.1% | -1.2% | -1% | 113% | ? | -5% | nt | -26% | 1% | 0%
Cc1[nH]n2c(=O)c3c(nc2c1-c1ccc(Cl)cc1)CCC3 | i | -5.2% | -2.3% | 1% | 0% | 14% | -1% | 65%[activator] | 5% | 1% | 0%
N#Cc1c[nH]n2c(=O)cc(Cc3ccccc3)nc12 | ? | 0.1% | -1.5% | -6% | -10% | 4% | -2% | -8% | -11% | 0% | -3%
O=S(=O)(NCC(c1cccnc1)N1CCN(c2ccccc2)CC1)c1cccs1 (stereo unspecified) | i | 0.2% | 0.2% | -2% | -14% | -1% | -13% | 28% | ? | -7% | -6%
